# Source: PubChem
# GC-B act: GC-B (human) receptor activation | 0.11% of 370,000 active | activation, % at 10 µM | HEK293-GC-B cells, CNP EC30, cGMP TR-FRET; 0% at EC30 CNP, 100% saturating CNP;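 active = activation at 10 µM reaching about 35% in either raw or pattern-adjusted values, limit read from the data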
# TCR CD3 inh: blocks the human TCR-CD3 interaction. inhibition, % at 9.4 µM. TAMRA-labeled TCR probe fluorescence, biochemical. 0.37% of 360,000 active; in the data active = inhibition above about 19%;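 also: recombinant mutant TCR 2C K166C tagged with TAMRA read by polarization; 0% = receptor in buffer alone and 100% = receptor with positive control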
# PRMT1 FP inh: PRMT1 (human) inhibition, primary screen | Q99873 | recombinant PRMT1, activity-based probe fluorescence polarization | inhibition, % at 2.79 µM | 1.3% of 370,000 active;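 active = inhibition above about 21% made by adding two undisclosed values, limit read from the data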
# ABHD4 inh: ABHD4 (mouse) inhibition, primary FP screen; Q8VD66; purified mABHD4, FP-Rh probe fluorescence polarization; inhibition, % at 8.92 µM; 0.54% of 370,000 active; AID 720543;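 active = inhibition exceeding the mean over every tested compound plus 3 SD, cut at about 30% in these data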;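 also: 0% = plate median of compound wells and 100% = S159A mutant with DMSO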
#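 Assay system: mABHD4 protein; medium: HEPES pH 7.0, NaCl, Pluronic buffer; dosing: 8.92 µM, single dose; schedule: 45 min + 60 min at 25 °C; signal: FP readout, ex 525 nm / em 598 nm; read-out: normalized percent inhibition of probe labeling; repeats: single replicate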
# MBD2 DNA inh: MBD2-methylated oligo binding inhibition; TR-FRET, MBD2 binding to methylated oligonucleotide; inhibition, % at 4.4 µM; 0.31% of 370,000 active; in the data active = inhibition above about 13%
# rCAG binder: r(CAG) repeat RNA binding. inhibition, % at 3 µM. TO-PRO-1 dye displacement fluorescence. 1.3% of 370,000 active;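 active = inhibition above the plate cutoff, the mean of all test compounds on that plate plus 3 SD, cut at about 35% in these data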;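 also: 0% = DMSO alone and 100% = 100 µM mitoxantrone as full dye displacement; higher means more dye released from RNA so lower well fluorescence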
# UHRF1 MBD2 ctr: blocks human UHRF1 binding to methylated DNA; UHRF1 binding to methylated oligo, TR-FRET; inhibition, % at 4.4 µM; 0.75% of 370,000 active; AID 687016; in the data active = inhibition above about 21%;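 also: UHRF1 SRA domain binding a hemimethylated CpG hairpin DNA probe; 0% = median of test compound wells and 100% = reference inhibitor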
# HTRA1 inhibitor: inhibitors of human serine peptidase HTRA1; 0.5% of 340,000 active; recombinant HTRA1, FP-rhodamine activity-based probe, fluorescence polarization; inhibition, % at 5.96 µM; in the data active = inhibition above about 36%;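 also: 0% = enzyme with DMSO and 100% = wells lacking enzyme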
# NPR1 activator: GC-A (human) enzyme activation; activation, % at 10 µM; 0.14% of 370,000 active; HEK293 GC-A cells, cGMP TR-FRET, EC30 ANP; 0% at EC30 ANP, 100% saturating ANP; in the data active = activation above about 40%
# Target sequence (P16066 whole entry, looked up): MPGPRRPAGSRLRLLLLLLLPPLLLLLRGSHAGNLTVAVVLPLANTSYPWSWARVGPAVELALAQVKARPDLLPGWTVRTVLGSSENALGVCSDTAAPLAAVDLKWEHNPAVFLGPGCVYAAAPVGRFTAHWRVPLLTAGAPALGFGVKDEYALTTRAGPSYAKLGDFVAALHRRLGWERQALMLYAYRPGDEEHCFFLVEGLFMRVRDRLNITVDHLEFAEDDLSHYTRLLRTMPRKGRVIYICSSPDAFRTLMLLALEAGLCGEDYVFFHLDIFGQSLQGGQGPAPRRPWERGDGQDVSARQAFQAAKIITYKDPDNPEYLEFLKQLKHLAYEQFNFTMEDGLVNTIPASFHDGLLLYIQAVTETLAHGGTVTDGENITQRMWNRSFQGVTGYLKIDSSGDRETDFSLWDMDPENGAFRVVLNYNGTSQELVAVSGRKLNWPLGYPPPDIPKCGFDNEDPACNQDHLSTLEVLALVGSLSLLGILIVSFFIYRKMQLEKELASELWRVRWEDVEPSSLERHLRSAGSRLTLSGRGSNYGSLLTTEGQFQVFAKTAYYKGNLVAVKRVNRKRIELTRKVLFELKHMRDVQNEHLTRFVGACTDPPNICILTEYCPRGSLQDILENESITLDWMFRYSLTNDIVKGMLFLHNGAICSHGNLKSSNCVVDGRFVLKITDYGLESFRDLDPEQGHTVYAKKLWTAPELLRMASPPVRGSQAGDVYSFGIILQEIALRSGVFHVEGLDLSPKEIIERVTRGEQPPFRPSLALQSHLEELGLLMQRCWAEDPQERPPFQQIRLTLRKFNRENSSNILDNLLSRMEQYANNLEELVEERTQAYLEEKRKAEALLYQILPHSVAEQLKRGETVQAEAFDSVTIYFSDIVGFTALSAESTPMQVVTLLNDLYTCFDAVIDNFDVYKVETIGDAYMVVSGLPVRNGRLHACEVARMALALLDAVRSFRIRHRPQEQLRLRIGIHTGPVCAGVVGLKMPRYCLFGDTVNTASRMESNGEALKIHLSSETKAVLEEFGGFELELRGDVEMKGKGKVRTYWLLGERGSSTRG
# SIAE primary: human SIAE inhibition, primary screen | Q9HAT2 | SIAE FP-Rh probe binding, fluorescence polarization | inhibition, % at 9.66 µM | 0.69% of 370,000 active | AID 1053197;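 active = inhibition above a cutoff: mean of compounds within the control limits plus 3 SD of those, cut at about 17% in these data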;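 also: 0% = plate median of compound wells and 100% = probe without SIAE protein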
# The depositor's hits bear a star; · = no result given.
# Values in the order – GC-B act	TCR CD3 inh	PRMT1 FP inh	ABHD4 inh	MBD2 DNA inh	rCAG binder	UHRF1 MBD2 ctr	HTRA1 inhibitor	NPR1 activator	SIAE primary
- O=C(/C=C/c1ccco1)NC(=S)Nc1ccccc1N1CCOCC1
 : -4	4	6	7	3	4	13	-18	2	7
- CCCS(=O)(=O)N1CCN(CCN2C(=O)c3cccc4cccc(c34)C2=O)CC1
 : -2	0	-3	-1	-6	-8	-1	-6	-2	5
- CN1/C(=C\C(=O)CSc2cccc[n+]2[O-])C(C)(C)c2ccccc21
 : 2	-8	3	-10	2	-6	-3	-2	-1	-5
- Cc1ccc(S(=O)(=O)N2C=C(c3ccccc3)c3ccccc3-c3ccccc32)cc1
 : -21	·	2	2	1	·	0	·	-19	2
- N#C/C(=C\c1ccc(N2CCOCC2)o1)c1ccccc1
 : 1	-10	12	15	0	12	12	3	3	7
- Cc1cc(C)n2nc(SCC(=O)N3CCCCC3C)nc2n1 (stereo unspecified)
 : 0	-1	-1	1	-3	0	1	10	3	0
- CCOC(=O)C1CCN(C(=O)COC(=O)CNS(=O)(=O)c2ccc(SC)c([N+](=O)[O-])c2)CC1
 : -7	0	0	0	-1	1	0	2	2	0
- CCn1c(=NC(=O)CS(=O)(=O)c2ccc(C)cc2)sc2cccc(OC)c21
 : -12	5	5	0	1	1	0	-38	-9	1
- CCn1cnc2c1c(=O)n(CC(=O)Nc1cc(C)on1)c(=O)n2Cc1ccccc1
 : 26	0	1	6	1	1	3	-2	25	-1
- Cc1ccc(Nc2ccc(C(=O)O)cc2N)cc1
 : -9	0	24*	5	5	33	5	·	-3	3
- Cc1ccc2[nH]c(C(=O)O)c(NC(=O)CN3CCN(c4cccc(C)c4C)CC3)c2c1
 : -2	1	-1	21	1	65*	0	1	-2	8
- Cc1ccccc1NC(=O)CC(=O)c1ccccc1
 : 0	0	4	-4	-1	7	-1	0	-2	-7
- Cc1csc2c(N3CCN(S(=O)(=O)c4ccc(Cl)cc4)CC3)ncnc12
 : -3	3	2	-4	-7	3	-3	-3	-1	2
- O=C1CCCN2N=C(SCC(=O)N3CCCCC3)SC2=N1
 : 4	7	6	2	4	4	0	10	-1	-6
- COc1ccc(-c2noc(CCCC(=O)Nc3ccc(C(N)=O)cc3)n2)cc1
 : 8	-1	3	-10	10	6	5	3	-2	-7
- CC(C)(C)c1ccc(C(=O)NCC2CCCN2S(=O)(=O)c2ccccc2)cc1 (stereo unspecified)
 : 4	-2	2	3	2	-6	1	-22	3	-2
- COc1cc(/C=C/C(=O)OCC(=O)Nc2ccc(Cl)cn2)ccc1O
 : -3	4	1	5	3	11	11	5	-2	8
- O=C(c1cc2n(n1)C(C(F)(F)F)CC(c1ccc(Cl)cc1)N2)N1CCCC1 (stereo unspecified)
 : 0	8	-1	5	-1	-5	-2	0	1	8
- CCc1cc2c(SCc3nc4sc(C(C)=O)c(C)c4c(=O)[nH]3)ncnc2s1
 : -1	-3	3	1	3	26	0	-7	0	-6
- O=C(COC(=O)C1CC2CCCC(C1)C2=O)NNC(=O)c1ccccc1Br (stereo unspecified)
 : 4	13	-2	-7	-3	5	0	12	2	8

# Individual results from the entries so far.
# `O=C(/C=C/c1ccco1)NC(=S)Nc1ccccc1N1CCOCC1` @ GC-B act = -4
# `Cc1ccc2[nH]c(C(=O)O)c(NC(=O)CN3CCN(c4cccc(C)c4C)CC3)c2c1` @ rCAG binder = 65*
# `O=C(c1cc2n(n1)C(C(F)(F)F)CC(c1ccc(Cl)cc1)N2)N1CCCC1` (stereo unspecified) @ UHRF1 MBD2 ctr = -2
# `Cc1cc(C)n2nc(SCC(=O)N3CCCCC3C)nc2n1` (stereo unspecified) @ PRMT1 FP inh = -1

# More records follow.
mol | GC-B act | TCR CD3 inh | PRMT1 FP inh | ABHD4 inh | MBD2 DNA inh | rCAG binder | UHRF1 MBD2 ctr | HTRA1 inhibitor | NPR1 activator | SIAE primary
COc1ccc([C@H]2C=C(C(=O)O)O[C@@H](OCc3ccc(CO)cc3)C2)cc1 | 4 | 16 | -1 | 5 | -8 | 6 | -3 | -5 | 2 | -1
C=CCSc1nc2sc3c(c2c(=O)[nH]1)CC(C)(C)OC3 | -3 | -3 | -1 | -8 | -5 | -1 | -2 | -7 | -3 | 3
Cc1cccc(NC(=O)CSCC(=O)N2CCN(C(=O)c3ccco3)CC2)c1 | 4 | -1 | 0 | -2 | -1 | 0 | -2 | 6 | -1 | -4
CC(C)c1ccc(-c2nn(-c3ccccc3)cc2C(=O)NCC2CCCO2)cc1 (stereo unspecified) | -4 | -12 | -3 | -9 | -1 | 0 | 4 | -38 | -2 | -16
CC(=O)Nc1ccc(NS(C)(=O)=O)cc1 | 4 | 1 | 2 | -4 | 2 | 1 | 2 | -3 | 2 | 0
CC(NC(=O)c1ccco1)C(=O)Nc1nc(-c2ccccn2)cs1 (stereo unspecified) | -3 | 5 | 0 | 4 | -6 | 25 | -3 | -2 | 2 | -3
CC(=O)Nc1ccc(NC(=O)CSc2nnc(C)c(=O)[nH]2)cc1 | -1 | -4 | 3 | -5 | 1 | 1 | 3 | 5 | 2 | 1
O=C(NCc1ccccc1)NS(=O)(=O)c1ccccc1Cl | 2 | 2 | 0 | 4 | 3 | -2 | 0 | 1 | 7 | 2
Cc1cnc(C(=O)NCCc2ccc(Cl)cc2)cn1 | 3 | 1 | 1 | 2 | 2 | 0 | -2 | 3 | 4 | 4
CCOC(=O)C(C(=O)OCC)[C@@H]1CS(=O)(=O)C[C@H]1C(C(=O)OCC)C(=O)OCC | 2 | 4 | -4 | 7 | 4 | -6 | -1 | 11 | -1 | 6
COc1ccc(NC(=O)C2C3CCC(O3)C2C(=O)O)cc1OC (stereo unspecified) | 2 | 2 | 2 | 6 | 1 | 7 | -2 | 8 | 8 | 7
O=C(c1ccc(Cl)cc1Cl)N1CCc2ccccc21 | -4 | -2 | -1 | -2 | 2 | -3 | -1 | 1 | -2 | -3
O=C(Cc1cccs1)N(Cc1cccs1)C1(C(=O)NC2CCCCC2)CCCCC1 | -15 | 3 | -1 | -7 | 3 | 2 | -3 | -1 | -21 | 2
O=c1c2ccccc2n(Cc2ccco2)n1[C@@H](Cc1ccccc1)Cn1cc(C2CCCC2)nn1 | -12 | · | -1 | -1 | -2 | 4 | 2 | · | -22 | 5
O=C(NNC(=O)c1ccc(Cl)nc1)c1ccncc1 | 2 | 6 | -3 | 4 | -2 | 4 | -2 | 7 | -1 | 1
CCSc1nnc(CNC(=O)C23CC4CC(CC(C4)C2)C3)n1Cc1ccccc1 | 4 | -2 | 0 | -8 | 1 | 0 | 5 | -11 | -5 | -1
Cc1nn(C(C)(C)C)c(OC(=O)c2cccs2)c1S(=O)(=O)c1ccccc1 | -10 | 6 | -1 | -22 | 2 | -9 | -3 | -21 | -20 | 5
COCC(=O)N1CCC(Oc2ccc(C(=O)NCCCC3CCCC3)cc2)CC1 | -4 | 1 | 1 | 2 | 5 | -12 | 2 | 3 | 5 | -2
CCCCSc1cc(C)nc2ncnn12 | -2 | 3 | 0 | 4 | 1 | 1 | -2 | 1 | -6 | -2
COC(=O)[C@]12C[C@H](CC(=O)NCCC(C)C)C(=O)N(Cc3ccco3)C1=C[C@H](C(C)C)O[C@@H]2C1CC1 | 2 | · | 0 | -2 | -2 | -1 | -1 | · | -4 | 1
CCn1cc(-c2ccnc3cc(C(=O)O)nn23)c(C)n1 | 4 | 0 | -1 | 4 | 0 | 2 | -3 | 5 | 7 | 6
O=C(CNC(=O)c1ccc(Br)cc1)NC1=NCCS1 | 4 | -4 | -3 | -2 | -3 | 2 | 0 | -5 | -1 | -9
CC(=O)N1CC=CC1(C)C(=O)O (stereo unspecified) | 6 | 3 | 2 | -2 | -2 | 0 | 31* | 1 | -2 | 8
CC[C@]1(C(=O)OC)[C@H]2C(=O)N(C)C(=O)[C@H]2[C@H]2CN=C(SCc3ccc(C(=O)OC)cc3)N21 | 1 | 5 | 3 | 0 | 2 | -2 | -2 | 4 | 3 | 5
COc1cc(CN2CCN(C(=O)CC(C)C)CC2)c([N+](=O)[O-])cc1OC | -1 | -10 | 5 | 12 | -3 | 0 | -1 | -2 | 2 | 2
COc1ccccc1C1C([N+](=O)[O-])=CC([N+](=O)[O-])=CN1C (stereo unspecified) | -4 | 1 | 0 | -4 | -8 | -1 | -11 | 2 | 2 | 2
O=C(CCC(=O)OCc1ccc(C(=O)Oc2ccc(Cl)cc2)cc1)Nc1ccccc1 | -6 | -5 | 2 | -3 | 1 | 3 | 4 | -3 | 18 | 5
Cc1cc(C(=O)N2CCN(c3ccccn3)CC2)c(C)o1 | 0 | -9 | 10 | 5 | 1 | -10 | 2 | -2 | -1 | -4
O=C(COc1ccccc1)Nc1cc(C(F)(F)F)ccc1N1CCCC1 | -4 | -8 | 0 | -12 | 3 | -4 | 1 | -16 | 2 | 2
O=C(Nc1cccc(S(=O)(=O)N2CCCCC2)c1)C1CCC1 | 8 | -3 | -2 | -3 | 2 | -2 | -2 | -3 | -2 | 4
COc1ccc(OC)c2[nH]c(=O)c(CCNC(=O)C(=O)c3c(C)[nH]c4ccccc34)cc12 | 0 | 3 | 1 | 1 | 3 | -5 | 2 | 4 | -1 | -4
COc1ccc(CN2[C@@H](CC(C)=O)c3cc(C(F)(F)F)ccc3S2(=O)=O)cc1 | 9 | -1 | -1 | -3 | 1 | -3 | -3 | -4 | 6 | 4
CC1(C)O[C@@H]2[C@H](O1)[C@@H](CO)O[C@H]2n1cc(Br)c(=O)[nH]c1=O | 1 | -8 | -3 | -2 | 2 | 7 | 4 | -4 | -1 | 0
COc1cc(/C=C/C(=O)OCC(=O)Nc2ccc3c(c2)OCO3)ccc1O | -3 | 1 | 4 | 17 | -5 | 18 | -4 | 4 | -4 | 7
CCOC(=O)c1[nH]c(=O)[nH]c1CN(Cc1ccco1)Cc1[nH]c(=O)[nH]c1C(=O)OCC | 3 | 7 | -1 | 4 | 1 | -1 | 0 | 7 | -5 | 3
Cc1cc(NC(=O)CSc2ccc(-c3ccc(Br)cc3)nn2)no1 | 0 | 7 | 0 | -1 | -1 | 2 | 0 | -2 | 13 | 0
O=C(c1cccc(Cl)c1Cl)N1CCN(c2ccccn2)CC1 | 2 | 3 | -1 | 5 | -6 | -3 | -1 | -7 | 3 | 0
Cc1ccc2c(c1)C(C)CC(C)(C)N2C(=O)CN1CCN(C)CC1 (stereo unspecified) | -5 | -10 | 4 | 15 | 5 | -8 | 5 | 4 | -2 | 8
COc1cc(Cl)c(C)cc1NC(=O)CN(C)Cc1cccc(OC)c1OC | 1 | 5 | -3 | -1 | -9 | -6 | -2 | -23 | 2 | 5
CCc1ccc(N2CN(Cc3ccco3)CNC2=S)cc1 | 8 | 2 | 1 | -3 | 5 | -4 | 4 | 5 | 2 | -2

# In the list so far, three contain fluorine.
mol | GC-B act | TCR CD3 inh | PRMT1 FP inh | ABHD4 inh | MBD2 DNA inh | rCAG binder | UHRF1 MBD2 ctr | HTRA1 inhibitor | NPR1 activator | SIAE primary
O=C(c1cc2n(n1)C(C(F)(F)F)CC(c1ccc(Cl)cc1)N2)N1CCCC1 (stereo unspecified) | 0 | 8 | -1 | 5 | -1 | -5 | -2 | 0 | 1 | 8
O=C(COc1ccccc1)Nc1cc(C(F)(F)F)ccc1N1CCCC1 | -4 | -8 | 0 | -12 | 3 | -4 | 1 | -16 | 2 | 2
COc1ccc(CN2[C@@H](CC(C)=O)c3cc(C(F)(F)F)ccc3S2(=O)=O)cc1 | 9 | -1 | -1 | -3 | 1 | -3 | -3 | -4 | 6 | 4

# A portion of the library; count on the stated rates, not on these rows.
